# ALDH1A1 inh = qHTS Assay for Inhibitors of Aldehyde Dehydrogenase 1 (ALDH1A1); Aldehyde dehydrogenase 1A1 (Homo sapiens), P00352; Purified ALDH1A1, NADH fluorescence, propionaldehyde substrate; Potency, µM (highest dose often 75.3 µM), for inactives: at the highest dose activity, negative = inhibition, usual class: inhibitors; 7.3% of 220,000 active; active means well fitted inhibition curve with a large enough effect, not every such curve was filed as active; inconclusive means small, poorly fitted or top-dose-only effect, or another doubt; inactive means no such curve, though single readings can be large or run the other way;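 further: plate controls were no enzyme wells and a reference inhibitor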
# TexasRed fluor = Total Fluorescence Counterscreen for Inhibitors of the Interaction of Thyroid Hormone Receptor and Steroid Receptor Coregulator 2; Potency, µM (doses to about 106 µM), for the others: top-dose fluorescence change, negative = quenching; TRb/SRC2 Texas Red total fluorescence interference; 0.29% of 280,000 active; active means well fitted curve in either direction with a large enough effect; inconclusive means small, poorly fitted or top-dose-only effect; further: on the % scale 0 is the no-effect control and ±100 the full control effect
#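 Human TRβ ligand-binding domain (0.6 uM) and Texas Red SRC2 peptide (20 nM) in Tris buffer with 1 uM T3 and 5% DMSO were incubated with pinned compound for 5 hr at ambient temperature. Total fluorescence was computed as S + 2P (555/632 nm).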
# TRb-SRC2 inh = qHTS for Inhibitors of the Interaction of Thyroid Hormone Receptor and Steroid Receptor Coregulator 2; Thyroid hormone receptor beta (Homo sapiens), P10828; TRbeta-SRC2 peptide binding, fluorescence polarization; receptor liganded with 1 µM T3; Potency, µM (titrated, usually from 106 µM), for the others: at the highest dose activity change, negative = inhibition, actives largely listed as inhibitors; 0.065% of 280,000 active; AID 1469, 2008;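 further: plate controls were bound peptide for no effect and peptide without receptor for full effect; nearly all actives have a fitted effect of over 50% in size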
# Target sequence (P10828 whole entry, looked up): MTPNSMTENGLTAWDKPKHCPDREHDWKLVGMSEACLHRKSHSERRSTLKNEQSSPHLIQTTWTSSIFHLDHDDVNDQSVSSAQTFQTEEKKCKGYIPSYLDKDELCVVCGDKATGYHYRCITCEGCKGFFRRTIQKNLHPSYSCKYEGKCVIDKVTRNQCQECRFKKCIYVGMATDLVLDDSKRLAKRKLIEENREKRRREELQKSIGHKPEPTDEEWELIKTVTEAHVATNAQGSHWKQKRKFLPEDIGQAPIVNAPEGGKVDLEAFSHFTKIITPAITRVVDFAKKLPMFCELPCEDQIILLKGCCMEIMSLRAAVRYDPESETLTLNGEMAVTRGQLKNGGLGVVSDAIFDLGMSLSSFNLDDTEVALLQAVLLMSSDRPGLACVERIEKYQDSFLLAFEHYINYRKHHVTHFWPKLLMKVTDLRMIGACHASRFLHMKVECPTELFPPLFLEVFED
#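 Decrease in fluorescence polarization of 20 nM Texas Red SRC2 coactivator peptide flagged inhibition of its binding to 0.6 uM TRb LBD; 1 uM T3 included, incubation 5 hr, ex 555/em 632 nm.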
# RECQ1 helicase = qHTS Assay for Inhibitors of RecQ-Like Dna Helicase 1 (RECQ1); 0.54% of 240,000 active; Potency, µM (titrated, usually from 57.3 µM), for the others: at the top dose activity, negative = inhibition, actives largely listed as inhibitors; AID 2549, 2010; RECQ1 DNA unwinding, red fluorescence kinetic read;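 further: plate controls were vehicle for no effect and no enzyme for full effect; nearly all actives have a fitted effect of over 30% in size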
#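 50 nM RECQ1T1 preincubated 15 min with compound in Tris pH 8.0 buffer with MgCl2, DTT, Tween-20 and 2.5 ug/ml poly(dI-dC); started with 200 nM TAMRA/BHQ-2 forked duplex and 2 mM ATP. Unwinding read as fluorescence (525/598 nm), two reads 2 h apart.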
# LMNA splice mod = qHTS Assay for Modulators of Lamin A Splicing; HeLa LMNA splicing GFP/RFP minigene ratio, 48 h; Potency, µM (highest dose often 46.1 µM), for the others: at the highest dose ratio change, negative = inhibition, actives largely listed as inhibitors; 0.01% of 200,000 active; AID 1487, 2009; active means well fitted inhibition curve with a large enough effect in the signal ratio, with a control signal flat, not every such curve was filed as active; inconclusive means small, poorly fitted or top-dose-only effect, or effect the other way, or a change in a side signal; the % refers to the signal ratio; further: on the % scale 0 is the no-effect control and ±100 the full control effect
#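 S3 HeLa stable clones carrying a lamin A-EGFP splicing minigene plus DsRed2 were seeded at 600 cells/well in Opti-MEM with 2% FBS, pin-dosed and incubated 48 h at 37°C. Acumen cytometry (488 nm) gave the GFP/RFP total-intensity ratio.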
# RGS12 GoLoco inh = qHTS Assay for Inhibitors of RGS12 GoLoco Motif Activity (Red Fluorophore); 0.44% of 230,000 active; Guanine nucleotide-binding protein G(i) subunit alpha-1 (Homo sapiens), P63096; Gai1:RGS12 GoLoco peptide FP, rhodamine, 10 min; Potency, µM (top dose mostly 61.6 µM), inactives show top-dose activity, negative = inhibition, actives largely listed as inhibitors; AID 880, 2007; active means well fitted inhibition curve with a large enough effect, not every such curve was filed as active; inactive means no such curve, though single readings can be large or run the other way; further: on the % scale 0 is the no-effect control and ±100 the full control effect; nearly all actives have a fitted effect of over 30% in size; many of its hits are not listed in these tables
# JMJD2E inh = qHTS Assay for Inhibitors of Human Jumonji Domain Containing 2E (JMJD2E). Lysine-specific demethylase 4E (Homo sapiens), B2RXH2. 1.6% of 230,000 active. JMJD2E catalytic domain, FDH-coupled NADH fluorescence (FDH is formaldehyde dehydrogenase). Potency, µM (top dose mostly 57.1 µM), without a hit: top-dose activity change, negative = inhibition, usual class: inhibitors; active means well fitted inhibition curve with a large enough effect, not every such curve was filed as active; inconclusive means small, poorly fitted or top-dose-only effect, or another doubt; inactive means no such curve, though single readings can be large or run the other way;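 further: 0% = wells with enzyme and -100% = buffer wells without enzyme; nearly all actives have a fitted effect of over 50% in size; many of its hits are not listed in these tables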
# Target sequence (B2RXH2 1-337 limits assumed): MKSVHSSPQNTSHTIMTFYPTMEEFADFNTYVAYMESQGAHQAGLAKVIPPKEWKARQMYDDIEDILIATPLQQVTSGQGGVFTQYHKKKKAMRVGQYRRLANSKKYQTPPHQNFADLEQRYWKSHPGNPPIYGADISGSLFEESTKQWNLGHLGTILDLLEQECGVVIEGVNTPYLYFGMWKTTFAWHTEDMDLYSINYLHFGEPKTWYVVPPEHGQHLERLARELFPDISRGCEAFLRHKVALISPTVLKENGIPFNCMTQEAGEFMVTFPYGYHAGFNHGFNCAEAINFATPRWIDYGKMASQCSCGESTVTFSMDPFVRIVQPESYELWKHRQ
# SMN2 splice up = qHTS Assay for Enhancers of SMN2 Splice Variant Expression; AID 1458, 2008; 2.8% of 210,000 active; Potency, µM (series often up to 46.1 µM), inactives show at the highest dose activity change, positive = activation, hits mostly activators; HEK293 SMN2-luciferase splicing reporter, luminescence, 30-36 h; further: % of control where 0% means no effect; nearly all actives have a fitted effect of over 55% in size
#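 HEK293 cells carry an SMN2 minigene-luciferase reporter in which exon 7 inclusion puts luciferase in frame. Cells were seeded at 2000 cells/well, attached for 10-12 hours, then exposed to compounds for 30-36 hours at 37C before ONE-Glo luminescence.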
# * marks the source's active call; other numbers are inactive results; i = inactive; ? = inconclusive; nt = no result given; & = joins results of further samples; [ ] = another dose, or the depositor's remark. Unless noted, the call rests on the fitted dose curve; in most records, active means well fitted curve in the direction sought with a large enough effect; inconclusive means small, poorly fitted or top-dose-only effect, or another doubt; inactive means no such curve, though single readings can be large; an effect the other way counts as inactive or inconclusive. Potency means the concentration at half of the fitted maximal effect.
# Each structure is followed by: ALDH1A1 inh	TexasRed fluor	TRb-SRC2 inh	RECQ1 helicase	LMNA splice mod	RGS12 GoLoco inh	JMJD2E inh	SMN2 splice up
O=C(CN1CCN(Cc2ccccc2Cl)CC1)N/N=C/C=C\c1ccccc1[N+](=O)[O-]
→ ?	-9.9%	6.4%	-8.0%	-6.2%	6.9%	-9.7%	-10.8%
CSc1ccc(C(=O)C2CCCN(C(=O)CCCn3cncn3)C2)cc1 (configuration not stated)
→ 15.8µM*	2.3%	3.3%	i	nt	-4.7%	10.8%	nt
NCc1ccccc1COc1ccccc1
→ 8.4%	0.2%	1.5%	5.9%	9.0%	4.7%	?	-10.1%
O=C(c1ccc2c(=O)n(-c3ccccc3)c(=O)[nH]c2c1)N1CCCCC1
→ ?	-0.4%	3.8%	-1.4%	?	-5.9%	-12.4%	nt
O=C(Nc1nc(=O)n(C(=O)C2CC2)s1)c1ccccc1
→ -2.3%	-0.4%	-2.8%	-16.7%	-2.9%	-8.9%	3.8%	0.4%
O=C(c1ccc(Br)o1)N1CCc2ccccc21
→ -19.8%	-0.3%	3.7%	-10.3%	?	9.4%	4.0%	nt
CCCOc1ccc(CCC(=O)N/N=C/c2ccncc2)cc1
→ nt	0.7%	8.4%	-2.6%	nt	-2.6%	7.0%	nt
CC(C)N(C(C)C)S(=O)(=O)c1ccc(Cl)nc1
→ 3.4%	0.2%	5.7%	-2.4%	25.5%[9.22 µM]	1.9%	-3.6%	-21.1%
COC(=O)N1N=C(c2ccccc2)CC1(O)C(F)(F)F (configuration not stated)
→ 0.9%	-0.1%	6.6%	-6.1%	-4.1%	11.1%	-2.2%	?
CC(=O)Nc1ccc(Sc2ncccc2C(=O)Nc2ccc(F)cc2)cn1
→ 11.8%	0.3%	2.4%	-9.2%	?	7.4%	3.3%	10.1%
CS(=O)c1ccccc1COC(=O)Nc1ccc(Cl)cc1 (configuration not stated)
→ ?	-8.0%	7.7%	3.3%	-27.4%	-9.5%	0.4%	-69.7%[inhibitor]
CCC(=O)Nc1cccc(NC(=O)c2cccnc2)c1
→ -3.6%	-1.2%	-1.6%	-13.0%	4.1%	4.8%	-0.5%	-15.2%
Cn1c(CNC(=O)Nc2cccc(Cl)c2)nnc1SCc1ccccc1
→ -3.9%	-2.3%	-6.0%	-3.1%	?	1.7%	2.3%	-18.2%
CNC(=S)NC1(C)CCS(=O)(=O)C1 (configuration not stated)
→ nt	0.8%	3.1%	i	nt	8.2%	4.8%	nt
CCc1nnc(NC(=O)CN2CCN(C3CCCCC3)CC2)s1
→ ?	2.8%	-16.2%	i	3.2%	-27.9%	?	-0.9%
COC(=O)C(O)(NC(=O)c1ccncc1)C(F)(F)F (configuration not stated)
→ nt	-1.0%	-1.6%	-1.2%	nt	-1.6%	4.0%	nt
CCOC(=O)C(=O)Nc1ccc(OC)c(Cl)c1
→ 5.5%	3.6%	6.4%	i	-1.2%[46 µM]	0.1%	3.8%	-5.9%
COc1ncc2nc(-c3ccccc3)c(=O)n(C)c2n1
→ ?	nt	nt	-0.1%	-6.3%	0.0%	nt	nt
CCCCc1nc(NCC2CCCO2)c(C#N)c2c1COC(C)(C)C2 (configuration not stated)
→ ?	-8.4%	5.1%	i	-7.2%	0.1%	0.1%	-21.6%
COc1ccc(-c2cc(C(=O)Nc3cc(C)nn3-c3ccccc3)no2)cc1OC
→ -2.3%	-3.6%&2.1%	-0.1%&-3.3%	-11.9%	5.4%[46 µM]	13.3%	?	4.1%&-11.3%
Cc1ccccc1OCCn1cc(C(=O)C(=O)N2CCOCC2)c2ccccc21
→ ?	0.1%	-3.8%	i	-6.6%[46 µM]	-7.3%	-4.3%	-4.4%
COc1cccc(C(=O)Nc2c(C(N)=O)oc3ccccc23)c1
→ -0.9%	1.4%	5.1%	-18.1%	-13.5%	-1.0%	1.8%	4.4%
NC(=O)CN1C(=O)C(O)(CC(=O)/C=C\C=C\c2ccccc2)c2ccccc21 (configuration not stated)
→ -6.8%	-1.6%	-4.6%	7.1%	?	-8.1%	-0.7%	-6.9%
CCOC(=O)c1cnc(-c2ccc(C(F)(F)F)cn2)[nH]c1=O
→ 5.7%	-4.3%	-7.6%	-6.0%	14.8%[46 µM]	5.9%	?	nt
COc1cc2c(cc1OC)-c1cc(Nc3ccccc3)nc(=O)n1CC2
→ nt	-0.7%	-4.2%	-1.9%	nt	11.1%	?	nt
Cc1ccc(-c2noc(CCC(=O)Nc3ccc4c(c3)OCO4)n2)cc1
→ ?	2.3%	-7.0%	15.0%	?	1.5%	4.2%	1.4%
COc1ccccc1N(CC(=O)NCC1CCCO1)C(=O)CNS(=O)(=O)c1ccc(Cl)cc1 (configuration not stated)
→ nt	0.0%	5.4%	-7.9%	nt	6.2%	3.2%	nt
O=C(NNC(=O)c1ccc(SCC2CCCO2)c([N+](=O)[O-])c1)c1ccc(F)cc1 (configuration not stated)
→ -5.0%	-0.6%	0.7%	i	?	-5.4%	7.3%	-9.9%
CN(C)c1ccc(/C=C/c2ccc3ccccc3[n+]2C)cc1
→ -14.5%	22.8%	?	?	?	260.6%[activator]	-20.6%	-74.0%[inhibitor]
O=C(CCc1nnc(CCCCc2ccccc2)o1)NC(c1cccnc1)C(F)(F)F (configuration not stated)
→ -2.2%	-1.5%	2.4%	0.3%	2.9%[46 µM]	5.0%	5.9%	nt
O=C(N/N=C/c1cccs1)c1ccc(NC(=O)c2ccccc2Cl)cc1
→ ?	-0.7%	0.2%	15.7%	?	nt	2.2%	nt
COc1cc(OC)c(OC)cc1C#N
→ 6.3%	-0.7%	5.2%	-15.0%	?	-11.6%	2.2%	11.9%
Cc1ccccc1CC1(CO)CCCN(C(=O)c2ccc3ncccc3c2)C1 (configuration not stated)
→ ?	-1.6%	2.9%	-22.2%	10.0%[46 µM]	13.2%	14.9%	nt
O=C(CN1C(=O)c2ccccc2S1(=O)=O)Nc1ccc(S(=O)(=O)N2CCCCC2)cc1
→ -2.2%	-1.9%	5.5%	-13.0%	-1.3%	6.9%	4.5%	-14.8%
Cc1cc(Cl)n2ncc(-c3ccccc3)c2n1
→ ?	-2.2%	0.3%	9.8%	nt	3.1%	?	nt
Cc1cc(N2CCN(C(=O)c3ccco3)CC2)n2nc(C)nc2n1
→ 5.1%	-1.4%	1.4%	5.4%	-7.0%	7.1%	9.5%	-13.3%
Cc1cc(NC(=O)CSc2nccn2C)no1
→ 7.4%	-3.9%	0.1%	i	nt	4.5%	-1.4%	14.4%
O=C(CSc1nc2c(cnn2-c2ccccc2)c(=O)[nH]1)c1ccc(Cl)cc1
→ -3.5%	-2.1%	-15.4%	-5.7%	-5.2%	12.3%	1.0%	-18.3%
C=CCNC(=O)C1COc2ccccc2O1 (configuration not stated)
→ nt	-0.9%	-1.5%	-7.8%	nt	-36.5%	0.1%	nt
CCn1c(SCC(=O)O)nnc1-c1ccccc1OC
→ ?	-2.2%	-6.4%	-11.1%	nt	23.6%	-7.8%	nt
C[C@H](CCC(=O)O)[C@H]1CC[C@H]2[C@@H]3CC[C@@H]4C[C@H](O)CC[C@]4(C)[C@H]3C[C@H](O)[C@]12C
→ 10.6%	-3.3%	7.3%	-9.0%	?	-4.5%	nt	-5.5%
CC1(OC(=O)CCc2ccccc2)C(=O)C=C2C=C(c3ccc(C#N)cc3)N(c3ccccc3)C=C2C1=O (configuration not stated)
→ 8.0%[13.5 µM]	-5.9%[11.2 µM]	-2.6%[11.2 µM]	-5.4%[11.5 µM]	-6.4%[9.22 µM]	5.6%[14.2 µM]	11.2µM*	-0.2%[9.22 µM]
O=C(Cn1nnc(-c2cccs2)n1)OC1CCCCC1
→ -12.1%	-5.7%	-6.8%	-0.6%	-6.8%	0.9%	1.3%	-1.6%
COC(=O)NC(c1ccccc1)[C@@]1(C(=O)OC)CCCC1=O (some centres not stated)
→ 12.2%[13.5 µM]	0.8%[11.2 µM]	1.7%[11.2 µM]	-1.7%[11.5 µM]	nt	nt	nt	nt
O=C1CC(Cc2ccccc2)C(=O)N1CCc1ccc2c(c1)OCO2 (configuration not stated)
→ 17.8µM*	-1.8%	1.9%	-13.2%	12.2%	-1.7%	-0.3%	-8.1%
CCn1c2ccccc2c2cc(NC(=O)c3ccccc3-c3ccccc3C(=O)O)ccc21
→ nt	-28.9%	4.9%	-3.7%	nt	0.4%	-11.3%	nt
COc1ccccc1CNc1nc(-c2cccnc2)nc2ccccc12
→ ?	nt	nt	-4.5%	?	18.4%	nt	nt
NNC(=O)CN1C(c2ccc(Cl)cc2)=Nc2ccc(Br)cc2C1c1ccccc1 (configuration not stated)
→ -7.4%	-4.6%	0.5%	-7.0%	-16.8%	-5.1%	?	-8.2%
Cc1ccc(NCc2nnc(SCC(=O)NCCc3ccccc3)n2C)cc1
→ 8.1%	-1.5%	-17.6%	-5.6%	-5.2%	-7.0%	8.2%	-4.5%
CCn1cc(C(=O)OCC(=O)Nc2cccc(S(=O)(=O)N3CCOCC3)c2)c(=O)c2ccc(C)nc21
→ ?	2.5%	-0.9%	-1.2%	6.9%	-3.6%	1.2%	1.0%

# Source: PubChem BioAssay

# The list is partial; count on the stated rates, not on these rows.
